# NOD1 inhibition: NOD1 signaling inhibitors, primary screen, cell-based, luminescence, uHTS (AID 1578). NOD1-driven NF-kB luciferase reporter cells, luminescence; higher % means a stronger effect. inhibition, % at 4 µM; hits with a dose series show EC50 in µM. 290,000 tested, 1% active; in the data active means inhibition mostly above about 36%, no sharp cut-off; inactive means mostly below about 34%;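 further: HEK-293T reporter cells stimulated with the NOD1 agonist gamma-tri-DAP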
# NOD2 inhibition: NOD2 signaling inhibitors, cell-based, luminescence, uHTS, HEK293 (AID 1566); 290,000 tested, 0.63% active; HEK293 NOD2/NF-kB luciferase reporter, luminescence; higher % means a stronger effect; inhibition, % at 4 µM, or EC50 in µM where a hit was titrated; further: many of its hits are not listed in these tables
# M1AAP inhibition: P. falciparum M1AAP inhibitors, biochemical, fluorogenic H-Leu-NHMec substrate, 1536-well (AID 1445). Aminopeptidase N (Plasmodium falciparum (isolate 3D7)). recombinant M1AAP, H-Leu-NHMec fluorogenic kinetic assay; higher % means a stronger effect. inhibition, % at 30 µM, or IC50 in µM where a hit was titrated. 220,000 tested, 0.42% active;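 active means primary inhibition above the hit cutoff, then over 50% inhibition at one or more dose response concentrations, cut at about 23% in these data, passing the limit was not always enough; inconclusive means conflicting primary data, or primary hits not chosen for dose response; inactive means low primary inhibition, or under 50% at every dose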;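 further: plate controls were DMSO full reaction for no effect and no enzyme background for full effect; strong numbers were not always called active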
# GPR55 beta-arrestin: GPR55 agonists via beta-arrestin recruitment, primary screen, imaging, U2OS cells, beta-arrestin-GFP redistribution (AID 1961). G-protein coupled receptor 55 (Homo sapiens). activation, % at 10 µM, or EC50 in µM where a hit was titrated. U2OS GPR55 beta-arrestin-GFP redistribution imaging; higher % means a stronger effect. 290,000 tested, 0.048% active;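 active means activation above 40% with more than 50 cells counted in the well; inconclusive means wells holding fewer than 50 cells, flagged as toxic or sparse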;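 further: U2OS osteosarcoma cells stably expressing GPR55 and beta-arrestin-GFP; plate controls were DMSO negative control for no effect and LPI positive control for full effect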
# KOR beta-arrestin-1: KOR agonists, beta-arrestin recruitment, primary screen, cell-based, luminescence, uHTS (AID 1777). Kappa-type opioid receptor (Homo sapiens). activation, % at 10 µM; hits with a dose series show EC50 in µM. KOR beta-arrestin recruitment, luminescence; higher % means a stronger effect. 280,000 tested, 0.02% active; in the data active means activation above about 50%, passing the limit was not always enough; further: a part of the inactive calls stands beside numbers as strong as those of hits
# AID2073: inhibitors of Mint1-CaV2.2 protein interaction, biochemical, HTRF (AID 2073); Voltage-dependent N-type calcium channel subunit alpha-1B (Homo sapiens); HTRF protein-protein interaction, Mint1-CaV2.2; higher % means a stronger effect; inhibition, % at 20 µM; hits with a dose series show IC50 in µM; 290,000 tested, 0.19% active; in the data active means inhibition mostly above about 51%, no sharp cut-off; inconclusive means no clear call, values can overlap the other calls; inactive means mostly below about 53%; further: some results filed as inactive read as strong as hits
# KOR beta-arrestin-2: KOR antagonists, beta-arrestin recruitment, cell-based, luminescence, uHTS (AID 1778); KOR beta-arrestin recruitment, luminescence, antagonist mode; higher % means a stronger effect; one-dose inhibition, % at 10 µM; IC50 in µM for titrated hits; 290,000 tested, 0.091% active; further: strong numbers were not always called active
# Dynein transport: inhibitors of GR-EGFP nuclear translocation, primary screen, dynein cargo transport inhibitor project, imaging, high-content, 3617.4 mouse cells; test concentration mostly 20 µM; stimulated with dexamethasone, 1 µM; active compounds read low; z-score, hits read low; 220,000 tested, 0.47% active;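 active means plate z-score of nuclear minus cytoplasmic receptor signal below a set negative limit, without overly bright fluorescence or cell loss, cut at about -3.5 in these data, passing the limit was not always enough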;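 further: z-score of nuclear minus cytoplasmic ring GR-EGFP intensity difference per well; some compounds called inactive have numbers as strong as hits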
#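 Buffer or medium – tet-free medium with charcoal-stripped serum · Signal – automated 10x imaging of fixed Hoechst-stained cells · Also added – dexamethasone agonist, 1.0 µM final, for 30 min · Incubation – induction 48 h, compound 1 h, agonist 30 min · Read-out – GR-EGFP nuclear translocation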
# P. falciparum M17LAP: P. falciparum M17LAP inhibitors, primary screen, biochemical, fluorogenic H-Leu-NHMec substrate, 1536-well (AID 1619). 220,000 tested, 0.38% active. inhibition, % at 30 µM, or IC50 in µM where a hit was titrated. Leucine aminopeptidase (Plasmodium falciparum (isolate 3D7)). recombinant M17LAP, H-Leu-NHMec fluorogenic kinetic assay; higher % means a stronger effect;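 active means compound inhibiting the enzyme by more than half at any dose during confirmatory dose-response retesting; inconclusive means strong single-dose inhibitors picked by rank but not retested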;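 further: plate controls were full reaction with DMSO carrier for no effect and no enzyme background for full effect; strong numbers were not always called active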
# Dynein transport cytoplasmic EGFP: also measured in Dynein transport; calls as there; z-score; measured here: cytoplasmic GR-EGFP intensity; active compounds read high
# Dynein transport nuclear GR-EGFP: recorded beside Dynein transport, whose call it bears; z-score; measured here: nuclear GR-EGFP intensity;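 lower value marks the stronger effect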
# Dynein transport cell count: also measured in Dynein transport; calls as there; z-score; measured here: cell count per field
# The depositor's hits bear a star; ? = inconclusive; . = not tested or not shown; [ ] = another dose, or the depositor's remark. Unless noted, no stated cut-off is given here; in the data, active means inhibition above about 50%; inactive means the rest. The list is partial (hit frequency here may not be typical).
structure,KOR beta-arrestin-2,AID2073,NOD2 inhibition,GPR55 beta-arrestin,Dynein transport cell count,M1AAP inhibition,Dynein transport nuclear GR-EGFP,Dynein transport,Dynein transport cytoplasmic EGFP,KOR beta-arrestin-1,P. falciparum M17LAP,NOD1 inhibition
CCCN(C(=O)Cc1ccc(S(=O)(=O)N2CCOCC2)s1)c1c(N)n(Cc2ccccc2)c(=O)[nH]c1=O,4%,43%,-4%,-0.1%,.,.,.,.,.,0.7%,.,-50%
Cc1cc(C)c(C)c(S(=O)(=O)NC2CCCCC2)c1C,-10%,1%,7%,-0.1%,.,.,.,.,.,0.7%,.,-19%
CCOC(=O)C1C(=O)C=C(c2ccc(C)cc2)CC1c1ccc([N+](=O)[O-])cc1 (centres undefined),2%,19%,6%,2.8%,-1.2,2%,-0.48,-0.71,-0.056,-2.2%,-5%,-2%
Cc1ccccc1NC(=O)CCC(=O)N/N=C/c1cccnc1,22%,4%,19%,-0.2%,.,.,.,.,.,0.4%,.,5%
CCCCOc1ccc(N2C(=O)CC(NCCc3ccc(S(N)(=O)=O)cc3)C2=O)cc1 (centres undefined),4%,-4%,10%,-0.1%,-0.88,1%,0.4,1.1,1.4,2.3%,3%,-6%
O=C(NCC1CCCO1)c1ccc(CS(=O)(=O)c2ccc(Cl)cc2)o1 (centres undefined),23%,4%,-5%,0.3%,-0.83,0%,1.2,1.9,-0.016,-0.3%,-4%,-6%
CCCCCCCC(=O)NNC(=O)c1c(O)c2ccccc2[nH]c1=O,15%,1%,13%,-1.9%,-1.2,1%,0.82,0.28,-0.18,-2.6%,-2%,0%
CC(C)CC(=O)NC(=S)Nc1ccc(Cl)cn1,12%,5%,-18%,-0.5%,0.2,2%,-0.25,-0.058,-0.28,2.1%,2%,-8%
O=C(N=C1SC2CS(=O)(=O)CC2N1c1ccc(Br)cc1Cl)C1CC1 (centres undefined),-22%,11%,1%,0.3%,.,.,.,.,.,-7.6%,.,-23%
O=C(CN1CCc2ccccc21)NC(c1ccccc1)c1ccccc1,-2%,-8%,-1%,-0.4%,-2,-2%,1,1.4,-0.065,4.6%,-10%,-18%
Cc1nc(SCC(=O)Nc2ccc(N3CCOCC3)cc2)nc(C)c1C,-1%,-48%,-19%,-0.3%,0.73,14%,-0.99,-0.54,-0.2,-3.6%,24%,.
CCN1C(=O)/C(=C/C=C2/Sc3ccccc3N2CCO)SC1=S,13µM*,38%,15%,-0.3%,0.78,-4%,0.22,-0.81,-0.23,-9.9%,-2%,-22%
Cc1nn(-c2ccccc2Cl)c2sc(C(=O)Nc3nnc(C4CC4)s3)cc12,.,10%,18%,0.1%,0.61,1%,-0.76,-1.3,-0.093,0.3%,-16%,-28%
CCOC(=O)c1ccc(NC(=O)Cn2cnc(S(=O)(=O)N3CCCC3)c2)cc1,-20%,14%,17%,-0.1%,.,.,.,.,.,-3.2%,.,-4%
COc1ccccc1C1CCN(C(=S)Nc2ccc(Br)cc2)CC1,4%,-18%,5%,-0.1%,0.048,7%,-0.22,-0.2,-0.25,7.2%,12%,-8%
Cc1ccc(-c2csc(NC(=O)c3cccc(S(=O)(=O)N4CCN(C)CC4)c3)n2)cc1,5%,-3%,26%,-0.2%,0.33,10%,0.7,-0.34,0.18,-1.1%,6%,27%
CCCNCc1cc(OC)c(OCCC)cc1Cl,-16%,0%,8%,0.1%,0.27,-3%,-0.81,-1.5,0.011,7.4%,0%,0%
Cc1ccc(OCC(=O)Nc2ccon2)c([N+](=O)[O-])c1,-16%,1%,-42%,-0.1%,.,.,.,.,.,-1.8%,.,-83%
CSc1nc(C)c2cc(C)oc2n1,-82%,4%,-10%,-0.1%,0.27,0%,1.1,0.53,-0.22,3.2%,-9%,28%
COC(=O)c1ccc(NC(=O)Nc2ccc(F)c(Cl)c2)cc1,6%,14%,-23%,-0.1%,-0.44,-3%,0.44,0.69,-0.21,2.9%,-5%,-19%
COc1ccc(-c2c[n+](CC(=O)c3cccs3)c3n2CCC3)cc1,-3%,11%,17%,-0.1%,-0.45,2%,0.61,-0.092,-0.26,1.3%,2%,-4%
COC(=O)C1=NN(C(=O)c2ccc(C)cc2)C(O)(c2ccc(Cl)cc2)C1 (centres undefined),31%,2%,-1%,0.2%,0.49,14%,-0.28,-0.38,0.0073,-1.1%,7%,.
COc1cc(OC)cc(-n2nc(C(=O)N3CC(C)CC(C)C3)c3ccccc3c2=O)c1 (centres undefined),-4%,12%,24%,0.2%,-0.036,-1%,1.1,0.54,-0.19,5.3%,2%,-18%
COCC(=O)Nc1nnc(SCC(=O)N2CCCCC2)s1,1%,3%,-4%,0.8%,.,.,.,.,.,-2.7%,.,-17%
O=c1[nH]cnc2c1cnn2Cc1ccccc1Cl,-3%,28%,-12%,0.0%,.,.,.,.,.,-0.5%,.,-2%
Cc1ccccc1NC(=O)C1CCCN1C(=O)NC1CCCCC1 (centres undefined),-7%,2%,11%,-0.2%,0.91,-3%,-0.48,-0.81,-0.21,-5.4%,-4%,-4%
O=C(/C=C/c1ccccc1[N+](=O)[O-])NCC1CCCO1 (centres undefined),4%,-5%,8%,-0.3%,-0.11,0%,0.27,0.027,-0.19,3.6%,3%,-14%
O=C(N/N=C/c1cc([N+](=O)[O-])ccc1O)c1cccc(N2CCCC2=O)c1,14%,-1%,23%,0.7%,.,.,.,.,.,4.0%,.,-31%
O=C(O)CCN1C(=O)c2ccc(NC(=O)c3cccs3)cc2C1=O,1%,36%,9%,0.0%,-0.29,11%,-0.16,-0.29,-0.22,0.6%,-42%,-13%
CC(NC(=O)CN1CCN(c2ccccc2F)CC1)c1ccccc1 (centres undefined),-21%,5%,6%,-0.3%,.,.,.,.,.,-1.3%,.,-21%
COc1ccc(/C=C(/NC(=O)/C=C/c2ccccc2)C(=O)NCCCCCC(=O)O)cc1,-10%,8%,24%,-0.1%,0.77,1%,-0.041,0.16,-0.23,1.5%,14%,-5%
CN(C)C(CNc1ccc(C(N)=O)cc1[N+](=O)[O-])c1ccccc1 (centres undefined),15%,-12%,-5%,.,.,.,.,.,.,-4.9%,.,-29%
Cc1ccccc1NC(=O)CN1C(=O)N/C(=C\c2ccc(N3CCOCC3)c(F)c2)C1=O,4%[20 µM],26%,3%,0.2%,0.94,7%,-0.16,-0.43,-0.29,0.2%,17%,-24%
COc1ccc(NC(=O)c2ccccc2)cc1NS(=O)(=O)c1ccc(F)cc1,-5%,-3%,6%,-0.1%,0.81,9%,-0.28,0.12,-0.073,7.0%,3%,-8%
CCN(C(=O)CN1C(=O)S/C(=C\c2ccccc2OC)C1=O)C1CCS(=O)(=O)C1 (centres undefined),-6%,2%,-10%,-0.1%,.,.,.,.,.,1.0%,.,-43%
CCNC(=O)NC(=O)C(C)Oc1ccc(C(=O)OC)cc1 (centres undefined),27%,0%,7%,-0.2%,-1.4,3%,1.3,1.8,-0.085,-3.5%,6%,-14%
CCOC(=O)Nc1ccc(C(=O)/C=C/c2ccccc2)cc1,-18%,0%,-67%,-0.1%,0.57,2%,-0.097,-0.16,-0.27,6.6%,-1%,11%
CCOC(=O)c1sc(NC(=O)C2C3C=CC(C3)C2C(=O)O)nc1C (centres undefined),-42%,-2%,14%,-0.1%,0.5,9%,0.2,-0.19,-0.22,.,4%,-10%
Cc1cc(NC(=O)CSc2nc3ccccc3n2CC(C)C)no1,8%,-4%,11%,-0.6%,0.47,0%,-0.033,0.26,-0.3,0.4%,-1%,4%
C/C(=C\c1ccco1)C1C(C#N)=C(N)Oc2n[nH]c(-c3ccc(C)cc3)c21 (centres undefined),-29%,-6%,-4%,-0.1%,0.4,?,-0.33,-0.35,-0.22,4.2%,132µM*,-84%
CC(C)c1c(C(=O)N/N=C2\CCc3ccccc32)nnn1-c1nonc1N,8%,7%,18%,0.5%,.,.,.,.,.,0.1%,.,-11%
O=C(OCc1c(F)cccc1Cl)c1cnc(Cl)c(Cl)c1,41%,3%,14%,0.6%,.,.,.,.,.,4.4%,.,-24%
Cc1cc(=O)oc2cc(OCC(=O)NCCc3c[nH]c4ccc(F)cc34)ccc12,5%,3%,14%,-0.1%,.,.,.,.,.,32%,.,-4%
COc1ccc(C(C)C)cc1S(=O)(=O)NCC1CCCO1 (centres undefined),4%[20 µM],11%,-6%,-0.1%,.,.,.,.,.,-2.7%,.,16%
COc1ccc(OC)c(Nc2c3c(nc4ccccc24)CCC3)c1,-107%,13%,.,-0.1%,.,.,.,.,.,-1.6%,.,.
CCn1c(=O)c2cc(C(=O)NCCC(C)C)sc2c2ccccc21,-31%,5%,13%,0.3%,.,.,.,.,.,1.5%,.,-11%
COc1ccc(-n2nc(C(=O)c3cccs3)cc(-c3nc4ccccc4[nH]3)c2=N)cc1,2%,32%,0%,-0.4%,-0.73,-6%,-0.96,-5.9,13,-0.9%,-4%,-31%
CCn1ncc(Br)c1C(=O)Nc1cc(C)cc(C)c1,23%,3%,13%,-0.2%,0.64,1%,-0.57,-0.7,0.16,-3.6%,5%,-16%
COc1ccc(CNC(=O)CN(Cc2ccccc2)S(=O)(=O)c2ccc(Cl)cc2)cc1,-25%,0%,10%,0.6%,-0.08,0%,-0.27,-0.61,-0.21,1.1%,-5%,28%
COc1ccccc1N1CCN(C2CCCN(C(=O)c3ccsc3)C2)CC1 (centres undefined),-12%,6%,3%,0.6%,.,.,.,.,.,6.6%,.,5%
CCNS(=O)(=O)c1ccc(NC(=S)NCc2ccco2)cc1,-6%,-7%,-4%,-0.3%,-0.57,3%,0.33,0.41,-0.21,1.7%,-8%,-24%

# Bioassay records (PubChem BioAssay)
